SR-BI DiI-HDL act: activators of SR-BI mediated HDL lipid uptake | activation, % at 12.5 µM | hit rate 0.096% among 320,000 | CHO ldlA[mSR-BI] cells, DiI-HDL uptake fluorescence, 3 h; 100 = double the neutral-control signal;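 active means mean replicate activation of at least 60% and every replicate at or above 60%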;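 further: 0% = median plate neutral-control signal and 100% = twice that signal; values of inactives mirror those of a sister screen read the other way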
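system = CHO ldlA[mSR-BI] cells, LDL receptor-null, SR-BI overexpressing | medium = Ham's F12 with 0.5% BSA, HEPES 25 mM, pH 7.4 | probe or stimulus = DiI-HDL 10 µg/mL | compound dosing = single-point compound dose | incubation = compound exposure 3 h, 37 °C | technique = DiI fluorescence, bottom read | read-out = cell-associated DiI fluorescence as measure of HDL uptake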
PKA-R2B activ: activators of human PKA-R2B complex | AID 504700 | activation, % at 11.4 µM | hit rate 0.079% among 340,000 | PKA-R2B holoenzyme dissociation, Cy5-IP20 fluorescence polarization; R2B truncated from residue 108, S112A mutant; 0% DMSO only, 100% 113 µM cGMP;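 active means activation above a cutoff set at the mean over all compounds plus 3 SD, cut at about 18% in these data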;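 further: higher means more holoenzyme dissociation and a rise in polarization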
DSG3 Ab inh: inhibitors of pemphigus antibody binding to human desmoglein-3. P32926. DSG3-coupled beads, scFv-anti-DSG3-GFP binding, flow cytometry; active compounds read low. binding (percent of control), % at 10 µM. hit rate 0.48% among 310,000;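 active means binding more than 3 SD below its plate's average and above zero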;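 further: hits lower antibody fragment binding to DSG3; some compounds called inactive have numbers as strong as hits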
PKA-R1A act: activators of PKA-R1A complex; P00514+P68181; PKA-R1A dissociation, Cy5-IP20 fluorescence polarization; scaled: DMSO 0%, 113 µM cGMP 100%; activation, % at 11.4 µM; hit rate 0.083% among 340,000; AID 504707;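 active means percent activation above the mean of all tested compounds plus 3 SD, cut at about 19% in these data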;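 further: higher means more PKAc released from R1A so a rise in polarization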
CDK5 inh: CDK5/p35 (human) kinase inhibition | Recombinant CDK5/p35, ADP-Glo luminescence, 60 min | hit rate 0.01% among 330,000 | Q00535+Q15078 | AID 488839 | inhibition, % at 10 µM;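 active means highest replicate inhibition of at least 50% and at least 75% of replicates reaching 50%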;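 further: plate controls were DMSO neutral control for no effect and GW8510 at 10 µM for full effect; many of its hits are not listed in these tables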
dFosB activator: activators of mouse delta FosB homodimer; purified delta FosB, TAMRA-CDK5 oligo fluorescence polarization; percent of positive-control signal above neutral wells; activation, % at 25 µM; hit rate 0.99% among 340,000;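 active means mean activation above about 17%, with every replicate also reaching it, limit read from the data, passing the limit was not always enough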;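 further: fluorescence polarization rise as delta FosB binds a TAMRA Cdk5 AP-1 oligo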
NSD2 HMT inh: NSD2 (human) methyltransferase inhibition | inhibition, % at 12.5 µM | hit rate 0.54% among 310,000 | O96028 | NSD2 peptide methylation, AlphaScreen, 120 min; in the data active means inhibition above about 50%
Target sequence (O96028 whole entry, looked up): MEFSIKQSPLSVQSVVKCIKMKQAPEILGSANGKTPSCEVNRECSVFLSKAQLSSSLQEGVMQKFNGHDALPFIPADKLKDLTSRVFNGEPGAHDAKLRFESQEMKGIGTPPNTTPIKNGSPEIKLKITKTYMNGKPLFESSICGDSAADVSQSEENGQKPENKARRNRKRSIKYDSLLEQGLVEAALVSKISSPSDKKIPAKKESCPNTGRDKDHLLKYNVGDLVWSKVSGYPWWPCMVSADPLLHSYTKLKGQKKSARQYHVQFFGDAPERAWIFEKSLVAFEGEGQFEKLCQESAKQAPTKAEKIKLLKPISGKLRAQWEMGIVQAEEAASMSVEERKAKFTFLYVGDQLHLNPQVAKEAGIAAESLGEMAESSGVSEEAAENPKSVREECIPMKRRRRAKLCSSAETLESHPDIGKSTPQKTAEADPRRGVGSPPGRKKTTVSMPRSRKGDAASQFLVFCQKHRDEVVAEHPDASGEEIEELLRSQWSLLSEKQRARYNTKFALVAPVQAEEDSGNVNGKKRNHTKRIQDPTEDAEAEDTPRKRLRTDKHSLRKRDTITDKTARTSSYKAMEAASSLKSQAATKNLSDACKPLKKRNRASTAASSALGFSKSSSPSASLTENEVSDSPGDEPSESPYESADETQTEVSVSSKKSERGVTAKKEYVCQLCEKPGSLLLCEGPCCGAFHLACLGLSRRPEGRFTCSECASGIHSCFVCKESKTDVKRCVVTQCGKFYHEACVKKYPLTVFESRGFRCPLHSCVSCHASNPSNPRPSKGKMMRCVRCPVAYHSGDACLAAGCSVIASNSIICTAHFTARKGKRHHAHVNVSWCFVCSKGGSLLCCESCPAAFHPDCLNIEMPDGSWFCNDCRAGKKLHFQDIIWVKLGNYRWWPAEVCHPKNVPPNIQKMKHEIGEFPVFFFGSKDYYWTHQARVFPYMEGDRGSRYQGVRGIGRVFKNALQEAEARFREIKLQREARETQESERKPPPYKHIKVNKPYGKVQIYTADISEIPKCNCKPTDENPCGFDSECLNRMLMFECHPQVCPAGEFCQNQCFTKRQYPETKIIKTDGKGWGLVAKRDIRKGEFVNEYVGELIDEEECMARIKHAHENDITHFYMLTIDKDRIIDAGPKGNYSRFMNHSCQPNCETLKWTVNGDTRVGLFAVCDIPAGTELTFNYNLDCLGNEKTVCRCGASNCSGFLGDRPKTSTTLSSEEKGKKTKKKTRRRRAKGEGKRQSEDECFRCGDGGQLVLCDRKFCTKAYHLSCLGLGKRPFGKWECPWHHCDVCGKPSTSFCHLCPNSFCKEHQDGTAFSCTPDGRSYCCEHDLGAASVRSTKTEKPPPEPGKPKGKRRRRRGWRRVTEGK
SUMO Mot1 rescue: blocks SUMOylation pathway, rescuing yeast Mot1-301 growth; S. cerevisiae Mot1-301 growth rescue, ATP luminescence, 38.5C; percent above DMSO median, 100 means doubled; growth rescue, % at 18.8 µM; hit rate 1% among 320,000; AID 2716;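 active means every valid replicate shows activation above 250% relative to neutral control wells; inactive means the rest, any valid replicate at or below 250%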;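 further: OY570 slx delta 5 strain wells were the positive control but not used for scaling; some compounds called inactive have numbers as strong as hits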
MITF act: increases MITF-driven TRPM1 promoter luciferase signal; SK-MEL-5 TRPM1-promoter luciferase, 24 h; % of positive control, neutral wells = 0; activation, % at 12.5 µM; hit rate 0.75% among 300,000;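 active means mean activation of at least 80% with every replicate also reaching 80%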;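 further: 0% = neutral control wells and 100% = parthenolide positive control wells; values of inactives mirror those of a sister screen read the other way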
SR-BI DiI inh: inhibitors of mouse SR-BI mediated HDL lipid uptake; ldlA[mSR-BI] CHO cells, DiI-HDL uptake fluorescence, 3 h; inhibition, % at 12.5 µM; hit rate 0.96% among 320,000; AID 488896;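 active means mean replicate inhibition of at least 70% and a set share of replicates each scoring 70 or more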;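 further: 0% = median of neutral control wells and 100% = median of positive control wells; values of inactives mirror those of a sister screen read the other way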
Arr AP2 block: inhibitors of human beta-arrestin and AP2 interaction | FITC-arrestin peptide / GST-AP2 beads, flow cytometry; AP2 beta2 appendage carries R879A mutation | inhibition, % at 10 µM | hit rate 0.31% among 340,000 | AID 504490;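 active means inhibition above a set limit, near 3 SD of compounds lacking own fluorescence, cut at about 54% in these data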;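 further: plate controls were DMSO wells for no effect and 5 µM unlabelled arrestin peptide for full effect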
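Test system: GST-tagged AP2 beta2-adaptin appendage (R879A) on 4 µm glutathione beads; also added: fluorescein-tagged arrestin peptide at 50 nM final; timing: 12 min plus 1 h, RT; signal: flow cytometry, FL1 (488/535 nm); read-out: percent drop in bead-associated FITC signal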
* = called active by the depositor; . = not tested or not shown.

no.	SR-BI DiI-HDL act	PKA-R2B activ	DSG3 Ab inh	PKA-R1A act	CDK5 inh	dFosB activator	NSD2 HMT inh	SUMO Mot1 rescue	MITF act	SR-BI DiI inh	Arr AP2 block	SMILES
1	-70	-3	94	-4	0.0	-8	1	.	-91	70	-11	CC(=O)c1cccc(NC(=O)/C=C/c2ccc([N+](=O)[O-])s2)c1
2	-17	-12	109	-12	-2.7	-7	3	24	.	17	8	Cc1ccccc1CSCCNC(=O)c1ccc(N(C)S(=O)(=O)c2ccccc2)cc1
3	-37	3	.	-9	-0.1	-14	29	115	-4	37	-28	Cc1cc(OCC(=O)N(C)c2ccccc2)cc2c1C(=O)CC(C)(C)O2
4	15	11	127	3	1.3	-10	0	-9	-3	-15	-6	CC(=O)c1sc(NC(=O)CN2C(=O)C3CC=CCC3C2=O)nc1-c1ccccc1 (configuration not stated)
5	-1	-15	104	-4	1.3	-8	0	0	1	1	-5	Cc1ccc(S(=O)(=O)CCC(=O)OCC(=O)c2c(N)n(CC(C)C)c(=O)n(C)c2=O)cc1
6	-23	-8	103	-7	1.0	-6	.	-23	0	23	2	CCn1c(CNC(=O)c2ccccc2F)nnc1SCCOc1ccccc1
7	1	6	95	2	-1.3	-4	-4	-1	48	-1	2	Cc1cc2ncn(C(=O)N3CCC(C)CC3)c2cc1C
8	.	-7	97	-6	-0.1	-7	-1	74	-2	.	14	O=C(Cc1ccccc1F)NCC1(N2CCOCC2)CCCCC1
9	-59	11	97	-6	0.9	-5	-1	352	-10	59	33	Cc1cccc(N2CCN(C(=O)C3CCN(S(=O)(=O)N4CCOCC4)CC3)CC2)c1C
10	-88	-5	88	7	1.5	2	.	506*	13	88*	10	CC1=CC(C)(C)N2C(=O)C3(NCCc4c3[nH]c3ccccc43)c3cc(C)cc1c32 (configuration not stated)
11	-26	3	122	-9	0.1	1	0	-43	-14	26	-3	Cn1cc(C(=O)N/N=C/C(Br)=C/c2ccccc2)ccc1=O
12	1	9	73*	8	3.5	-10	-1	14	-7	-1	-8	N#Cc1cc(Sc2ccccn2)c(Sc2ccccn2)cc1C#N
13	-4	9	100	-9	-1.9	-5	-1	221	-18	4	0	COc1cc(C2Nc3ccc4ccccc4c3C3=C2C(=O)CC(C)(C)C3)ccc1OC(C)C(=O)O (configuration not stated)
14	6	-6	.	-5	-0.3	-9	3	-3	.	-6	0	Cc1ccccc1NC1=NC(=S)N(c2ccccc2)C12CCOC(C)(C)C2 (configuration not stated)
15	-14	-18	121	-9	-0.6	1	-2	-28	-13	14	-10	Cc1cccc(NC(=S)N(Cc2cccs2)Cc2cc3cc(C)cc(C)c3[nH]c2=O)c1
16	26	5	69	9	0.1	-10	1	123	65	-26	8	COc1ccc(NC(=O)c2ccco2)c([N+](=O)[O-])c1
17	-20	-13	100	-8	-1.0	-13	-3	.	-7	20	-5	CC1(c2ccccc2)NC(=O)N(CC(=O)Nc2cc(C(F)(F)F)ccc2N2CCCCC2)C1=O (configuration not stated)
18	-1	-3	96	0	-0.9	-7	1	-11	.	1	-8	Cc1cc(C)n2nc(-c3cnn(C)c3C(F)(F)F)c(Cl)c2n1
19	-1	-2	105	8	0.1	-14	.	4	4	1	0	CC(C)(C)NC(=O)Cn1c(=O)oc2cc(S(=O)(=O)N3CCc4ccccc43)ccc21
20	-27	-12	101	-1	-0.7	-10	-9	5	2	27	-19	Cc1cc(NCc2ccco2)nc(N2CCC(C(=O)NC3CCCCC3)CC2)n1

Reprinted at random: two records from the list.
no.	SR-BI DiI-HDL act	PKA-R2B activ	DSG3 Ab inh	PKA-R1A act	CDK5 inh	dFosB activator	NSD2 HMT inh	SUMO Mot1 rescue	MITF act	SR-BI DiI inh	Arr AP2 block	SMILES
12	1	9	73*	8	3.5	-10	-1	14	-7	-1	-8	N#Cc1cc(Sc2ccccn2)c(Sc2ccccn2)cc1C#N
20	-27	-12	101	-1	-0.7	-10	-9	5	2	27	-19	Cc1cc(NCc2ccco2)nc(N2CCC(C(=O)NC3CCCCC3)CC2)n1

(listing goes on)
no.	SR-BI DiI-HDL act	PKA-R2B activ	DSG3 Ab inh	PKA-R1A act	CDK5 inh	dFosB activator	NSD2 HMT inh	SUMO Mot1 rescue	MITF act	SR-BI DiI inh	Arr AP2 block	SMILES
21	-6	-4	105	9	0.0	-3	2	11	41	6	-7	CCCc1ccc2oc(C(=O)N(C)Cc3nccs3)c(C)c2c1
22	25	-7	102	-2	-2.2	5	-1	2	-5	-25	29	N#Cc1ccccc1NC(=O)COC(=O)CSc1nc2ccccc2o1
23	3	-5	105	-7	-1.5	-8	6	13	-4	-3	33	Cc1ccc(-c2nc(CN(C)Cc3ccc4nccnc4c3)c(C)o2)s1
24	-3	2	99	3	0.9	1	7	65	-3	3	-8	Cn1c(SCc2ccc(Br)cc2)nc2c(c1=O)SCC2
25	8	-5	98	9	-1.5	-4	19	3	75	-8	-8	O=C(CNC(=O)c1ccccc1F)Nc1ccc2c(c1)CCC2
26	.	-9	119	-3	0.3	-3	-1	1	-7	.	19	COc1cccc(N(C(=O)c2snc(C(N)=O)c2N)C(C(=O)NCC2CCCO2)c2ccc3ncccc3c2)c1 (configuration not stated)
27	-18	0	88	1	2.6	-16	.	-21	.	18	36	Cc1ccc(S(=O)(=O)/N=C2/C=C(C3C(=O)CC(C)(C)CC3=O)C(=O)c3ccccc32)cc1
28	-17	-3	105	-17	3.4	-11	2	-5	-20	17	-13	C=CCn1c(=O)[nH]c2nc3cc(N=CN(C)C)c(C)cc3nc2c1=O
29	25	5	97	-1	1.2	3	37	168	9	-25	4	COP(=O)(OC)c1nc(-c2ccccc2)oc1NCc1ccccc1
30	.	1	.	-2	-0.3	-8	.	-1	7	.	5	CSC1=NCCN1C(=O)c1c(-c2ccccc2Cl)noc1C
31	-14	5	104	2	-0.8	2	2	-4	-1	14	7	O=C(CSc1nnc(-c2ccncc2)n1Cc1ccco1)c1ccc(Cl)cc1
32	-23	2	102	1	-1.6	3	0	-29	42	23	24	CCN1CCN(c2nc(N)c([N+](=O)[O-])c(Nc3ccc(C)c(C)c3)n2)CC1
33	-19	-13	108	8	-0.9	5	20	8	21	19	26	CN1CCN(c2nc3ccccc3nc2C(C#N)C(=O)OC2CCCCC2)CC1 (configuration not stated)
34	29	3	105	-6	1.8	-2	.	6	10	-29	3	COCCNC(=O)Cn1cc2c(n1)CCC(C)C2 (configuration not stated)
35	.	12	89	-13	-1.8	5	5	236	19	13	-8	O=C(CCc1ccccc1)NC(=S)Nc1ccccc1[N+](=O)[O-]
36	2	4	102	-11	1.5	-7	3	24	-10	-2	-11	Cc1cc(NC(=O)C(C)SCC(=O)Nc2cc(Cl)ccc2N2CCN(C)CC2)no1 (configuration not stated)
37	1	-3	98	-6	4.6	-14	-1	-10	0	-1	3	COc1ccc(Br)cc1CNC(=O)C1CCN(S(=O)(=O)N2CCCCC2)CC1
38	-2	-6	102	1	-0.3	-3	11	-6	80	2	6	O=C(CSc1nc2ccccc2o1)N/N=C/c1ccco1
39	-3	-3	108	-10	0.0	-3	7	138	0	3	7	Cc1ccc(OCCCCN2CCCC(C)C2)c([N+](=O)[O-])c1 (configuration not stated)
40	-10	-1	94	-3	-1.6	2	-1	-16	.	10	4	Cn1c(-c2ccc(F)cc2)cnc1SCC(=O)N1CCCCC1

Single values from the list:
SR-BI DiI inh, compound 39 reads 3
dFosB activator, compound 32 reads 3
PKA-R2B activ, compound 33 reads -13

Next part.
no.	SR-BI DiI-HDL act	PKA-R2B activ	DSG3 Ab inh	PKA-R1A act	CDK5 inh	dFosB activator	NSD2 HMT inh	SUMO Mot1 rescue	MITF act	SR-BI DiI inh	Arr AP2 block	SMILES
41	10	9	105	-4	-3.7	-6	3	-4	-1	-10	-1	COC(=O)c1cc(Br)c(N)cc1OC
42	-15	-4	100	-4	-1.5	-2	4	-12	-14	15	4	CN1CCN(c2ccccc2NC(=O)c2cccs2)CC1
43	28	-2	95	3	0.2	-7	3	0	-7	-28	39	O=C(CCC(=O)c1ccc(Cl)cc1)OCc1nc2ccsc2c(=O)[nH]1
44	-23	1	89	-1	-15	3	3	9	-11	23	6	O=C(CSc1nnc(-c2ccc(Cl)cc2)n1Cc1ccco1)c1cccs1
45	2	-7	106	1	0.3	-8	-1	3	9	-2	0	COc1ccc(CNC(=O)C(C)Sc2nc3ccccc3c(=O)n2CC2CCCO2)cc1 (configuration not stated)
46	-1	4	106	-2	1.6	1	.	-7	11	1	-4	Cn1c(=O)c2[nH]c(-c3ccc(S(=O)(=O)O)cc3)nc2n(C)c1=O
47	-6	-3	107	0	1.7	-2	0	14	-4	6	5	COc1ccc(CCN2C(=NC(=O)C(C)C)SC3CS(=O)(=O)CC32)cc1 (configuration not stated)
48	0	1	111	4	0.8	-11	.	-4	-7	0	-5	COc1ccccc1CNC(=O)C(CCSC)NC(=O)C1CCC(C)CC1 (configuration not stated)
49	-1	-7	97	-2	-1.6	5	-1	-8	-9	1	26	O=C(Nc1ccc(O)cc1)C1CCCO1 (configuration not stated)
50	14	-7	107	1	-0.6	-4	.	17	3	-14	8	CC(C)C[C@@H](CN=[N+]=[N-])N1CCN(C)CCC1=O
51	10	0	93	4	-8.9	7	13	-1	4	-10	6	O=C(O)/C=C/C(=O)c1ccc2c(c1)NC(=O)CO2

From PubChem
